proKLK7 act = proKLK7 zymogen activators, primary screen, biochemical, fluorescence intensity; AID 652039, 2013; purified proKLK7, EDANS-DABCYL substrate fluorescence; 100% is mature enzyme control, 0% vehicle; actives 0.9% (n = 370,000); activation, % at 7 µM;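 active = activation above the mean of all tested compounds plus 3 SD, computed per campaign excluding outliers beyond control limits, cut at about 13% in these data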
Target sequence (P49862 whole entry, looked up): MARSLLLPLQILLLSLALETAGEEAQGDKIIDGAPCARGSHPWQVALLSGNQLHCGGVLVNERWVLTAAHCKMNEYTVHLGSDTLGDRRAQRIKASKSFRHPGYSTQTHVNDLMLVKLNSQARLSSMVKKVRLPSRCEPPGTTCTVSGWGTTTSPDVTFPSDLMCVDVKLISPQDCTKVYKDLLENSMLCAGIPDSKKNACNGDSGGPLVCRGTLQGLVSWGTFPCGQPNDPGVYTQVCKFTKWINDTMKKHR
HGIII-sPLA2 inh = human group III sPLA2 inhibitors, primary screen, biochemical, QFRET, BODIPY PC-A2 liposome substrate; actives 0.56% (n = 370,000); Group 3 secretory phospholipase A2 (Homo sapiens), Q9NZ20; inhibition, % at 12.2 µM; QFRET BODIPY PC-A2 liposome hydrolysis, fluorescence;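 active = inhibition above mean plus 3 SD of compounds lying within the high and low control bounds, cut at about 19% in these data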;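 also: 0% = median of test compound wells and 100% = no enzyme DMSO wells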
Target sequence (Q9NZ20 whole entry, looked up): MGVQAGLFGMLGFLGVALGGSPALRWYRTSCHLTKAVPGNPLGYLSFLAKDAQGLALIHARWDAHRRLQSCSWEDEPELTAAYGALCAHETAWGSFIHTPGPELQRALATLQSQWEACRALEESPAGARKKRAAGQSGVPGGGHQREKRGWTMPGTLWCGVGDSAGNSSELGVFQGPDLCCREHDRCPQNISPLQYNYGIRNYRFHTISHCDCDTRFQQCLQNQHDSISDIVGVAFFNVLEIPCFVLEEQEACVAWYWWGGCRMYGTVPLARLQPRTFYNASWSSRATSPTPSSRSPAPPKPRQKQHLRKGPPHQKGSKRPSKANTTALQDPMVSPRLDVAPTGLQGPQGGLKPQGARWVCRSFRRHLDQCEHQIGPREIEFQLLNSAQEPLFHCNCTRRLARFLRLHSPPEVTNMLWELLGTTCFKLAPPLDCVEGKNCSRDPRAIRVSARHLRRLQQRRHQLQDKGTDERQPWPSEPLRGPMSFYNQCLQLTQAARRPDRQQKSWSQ
DAX1 inh-1 = DAX1 (NR0B1) inhibitors on StAR promoter, primary screen, cell-based, luminescence, SF-1 (NR5A1), full-length DAX-1; HEK293T StAR-luciferase reporter, SF-1/DAX-1 repression relief; inhibition, % at 6.8 µM; actives 1.1% (n = 370,000); AID 652010, 2013;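 active = inhibition above the mean over all tested compounds plus 3 SD, cut at about 3.6% in these data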;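 also: 0% = DAX-1 cells with DMSO and 100% = cells lacking DAX-1 with DMSO; higher inhibition means more luminescence from relief of DAX-1 repression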
hcDAF-12 act = H. contortus DAF-12 nuclear receptor activators, primary screen, cell-based, luminescence, HEK293, lit1-tk-luc reporter; actives 1.4% (n = 370,000); activation, % at 6.8 µM; HEK293 hcDAF-12 lit1-tk-luc reporter; 0% DMSO, 100% Δ7-dafachronic acid;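 active = activation above the mean of all tested compounds plus 3 SD, cut at about 5.5% in these data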;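 also: 100% = response to 3 µM Δ7-dafachronic acid high control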
DAX1 inh-2 = DAX1 (NR0B1) inhibitors, primary screen, cell-based, HEK293, Gal4-DAX1, luciferase luminescence; HEK293 Gal4-DAX1 luciferase reporter; inhibition, % at 6.75 µM; actives 0.99% (n = 340,000); AID 504766, 2011;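 active = inhibition above the mean over all tested compounds plus 3 SD, cut at about 4.2% in these data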;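 also: 0% = DAX1-transfected cells with DMSO and 100% = empty-vector control cells with DMSO; inhibition shows as a rise in luminescence from relieved DAX1 repression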
Target sequence (P51843 207-470 limits assumed): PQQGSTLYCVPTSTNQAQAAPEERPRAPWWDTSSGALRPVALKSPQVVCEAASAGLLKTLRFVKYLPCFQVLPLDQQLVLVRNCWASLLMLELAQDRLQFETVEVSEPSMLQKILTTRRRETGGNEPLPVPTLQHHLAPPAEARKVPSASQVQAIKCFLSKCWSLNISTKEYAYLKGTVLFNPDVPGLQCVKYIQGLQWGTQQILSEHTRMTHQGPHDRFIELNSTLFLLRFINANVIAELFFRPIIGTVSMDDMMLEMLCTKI
NPR1 activator = GC-A stimulated cGMP production enhancers – HEK293 GC-A cells, cGMP TR-FRET, EC30 ANP, primary screen. Atrial natriuretic peptide receptor 1 (Homo sapiens), P16066. 0% at EC30 ANP, 100% saturating ANP. activation, % at 10 µM. actives 0.14% (n = 370,000); in the data active = activation above about 40%
SMARCA2 act = SMARCA2 (BRM) function activators, primary screen, cell-based, luminescence, high throughput. AID 652017, 2013. actives 1% (n = 370,000). activation, % at 9.1 µM. MG213 cells, MMTV-luciferase reporter, dexamethasone, overnight; in the data active = activation above about 7.8%;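 also: 0% = vehicle wells and 100% = reference activator wells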
NPR2 activator = human GC-B receptor activators, primary screen, HEK293 GC-B cells, cGMP TR-FRET, EC30 CNP; Atrial natriuretic peptide receptor 2 (Homo sapiens), P20594; 0% at EC30 CNP, 100% saturating CNP; activation, % at 10 µM; actives 0.11% (n = 370,000); AID 1920062, 2024;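 active = activation at 10 µM reaching about 35% in either raw or pattern-adjusted values, limit read from the data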
FXN GAA850 act = FXN promoter activators, primary screen, cell-based, luciferase luminescence, HEK293 lucGAA850 | actives 0.56% (n = 360,000) | HEK293 lucGAA850 FXN promoter luciferase reporter, 24 h; percent of 10 µM SAHA response | AID 540364, 2011 | activation, % at 6 µM;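 active = activation above the average of all compounds screened plus 3 SD, cutoff fixed separately per campaign, cut at about 7.5% in these data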;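 also: 0% = DMSO wells and 100% = 10 µM SAHA wells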
hgDAF-12 ag = H. glycines DAF-12 receptor agonists, primary screen, cell-based, luminescence, HEK293, GAL4 fusion, UAS-luciferase; HEK293 GAL4-hgDAF12 UAS-luciferase reporter, agonist luminescence; normalized to butyrate control; Nuclear hormone receptor DAF-12 (Heterodera glycines), GAL4 fusion; activation, % at 6.8 µM; actives 1.8% (n = 370,000);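 active = activation above a cutoff set at the mean of all screened compounds plus 3 SD, cut at about 10% in these data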;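 also: 0% = DMSO wells and 100% = sodium butyrate wells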
ssDAF12 agonist = S. stercoralis DAF-12 nuclear receptor activators, primary screen, cell-based, luminescence, HEK293, GRIP1 co-expression, lit1-tk-luc; Nuclear hormone receptor DAF-12 (Strongyloides stercoralis); activation, % at 6.8 µM; HEK293 ssDAF-12/GRIP1 lit1-tk-luc reporter; % of 3 µM dafachronic acid response; actives 1% (n = 370,000);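 active = activation above the mean over all tested compounds plus 3 SD, cut at about 0.9% in these data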;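 also: 0% = DMSO-only wells and 100% = 3 µM delta7-dafachronic acid wells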
Numbers without * were called inactive; nt = no result given.

SMILES	proKLK7 act	HGIII-sPLA2 inh	DAX1 inh-1	hcDAF-12 act	DAX1 inh-2	NPR1 activator	SMARCA2 act	NPR2 activator	FXN GAA850 act	hgDAF-12 ag	ssDAF12 agonist
O=C(OCC(=O)N(c1ccccc1)C1CCCCC1)c1ccc(CO)cc1	0.2	-8	-0.1	-0.5	-0.2	8	-1	-2	0.3	-0.7	-1.3
O=C(COC(=O)c1cccc(Br)c1)NCCc1ccccc1	0.6	-2	-0.2	-0.9	-0.4	1	0	-3	-0.3	3.0	-2.0
COc1ccc2[nH]c(=O)c(C(c3nnnn3C3CCCCC3)N3CCN(C)CC3)cc2c1 (stereo not given)	4.8	-3	-0.6	0.6	0.6	0	-4	-7	-1.0	1.1	-0.6
COc1ccc2cc(CO)c3cc(OC)c(OC)cc3c2c1	0.3	-1	-0.9	-1.2	-1.4	23	-1	16	-3.3	-0.1	-1.4
Cc1ccc(/C=N/NC(=O)Cc2cccn2C)cc1	3.4	-3	0.6	2.4	1.1	1	1	2	1.2	-2.7	-1.0
CCc1cc(=O)oc2cc(OC(C)C(=O)NCc3ccccn3)ccc12 (stereo not given)	0.4	2	-2.2	-1.5	-0.9	-13	-3	-5	1.3	1.8	-1.5
Clc1cccc(-c2nn3c(Cn4cnc5ccccc54)nnc3s2)c1	0.6	0	-0.5	-0.5	-0.3	-4	8	-5	-4.4	-1.1	-1.9
O=C(COC(=O)c1ccccc1NCc1ccco1)Nc1ccc2c(c1)OCO2	-8.0	-8	1.2	-0.4	0.7	-2	1	-4	4.0	0.3	-0.5
COc1cccc(/C=C2\Oc3cc(OCC(=O)N4CCC[C@H]4C(=O)O)ccc3C2=O)c1	2.6	-10	1.0	0.6	2.7	0	0	-2	1.2	3.0	-0.8
CCc1csc(CCNC(=O)C2CCC(=O)N(CCc3cccc(F)c3)C2)n1 (stereo not given)	0.2	6	1.8	0.3	-0.3	1	-3	1	-0.5	-2.0	-1.2
CCOc1c(CNc2nnnn2C)cccc1OC	0.2	-1	-0.4	0.2	-0.3	-6	0	2	-2.0	1.4	-1.1
CC(/C=C/c1ccco1)=N/NC(=O)c1ccc(C)nc1	0.1	12	-0.4	0.6	2.6	-5	-1	4	2.6	2.7	-1.2
Cc1cccc(S(=O)(=O)c2c(N)n(/N=C/c3cccnc3)c3nc4ccccc4nc23)c1	-0.6	-6	-0.3	-0.5	0.2	0	2	-5	-0.8	-1.5	-0.9
CN(C)C(=O)c1cc(C(=O)Cc2ccccc2)c[nH]1	-0.8	0	0.0	0.8	-0.6	-1	-3	0	1.8	2.6	-0.3
Cc1ccc(C(=O)OCC(=O)NCCN2C(=O)CSC2=O)cc1[N+](=O)[O-]	-0.7	-1	-1.2	-0.5	-0.8	1	1	9	2.0	-0.3	-1.0
Cc1cccc(N2CCN(CC(O)COc3ccc4ccccc4c3)CC2)c1 (stereo not given)	0.3	5	-1.4	-2.5	1.9	-5	-3	-1	-1.0	-2.5	-1.0
O=C(Nc1cccc2ccccc12)c1csc([C@@H]2C[C@H](O)[C@@H](CO)O2)n1	-0.2	16	1.1	-0.2	nt	1	-4	-2	-2.2	1.9	-1.5
CC(c1ccccc1)C1C(C#N)=C(N)OC2=C1C(=O)CCC2 (stereo not given)	0.1	-6	-0.8	-1.1	1.1	0	1	0	-1.4	3.3	-1.7
CCn1c(CC(=O)Nc2ccccc2F)nnc1SCC(=O)NC1CCCC1	-0.7	5	-0.2	-2.2	-0.9	-4	-2	2	1.8	0.7	-0.8
O=C(NCCc1ccccc1)C(=O)c1c(-c2ccccc2)cc2ccccn12	-0.1	5	-0.1	0.5	0.0	2	-3	4	0.1	2.6	-0.9
COCCN(CCOC)C(=O)CC(=O)N(CCOC)CCOC	1.2	7	0.3	-0.5	0.4	4	-3	2	-1.5	-0.5	-1.1
COC(=O)c1ccc(S(=O)(=O)N2CCCCCC2)cc1	0.3	1	-0.8	1.5	-0.5	-1	-2	-1	3.5	-2.6	-0.3
CCC(CC)C(=O)N(C)c1c(C)nc2c(OCc3ccc(C#N)cc3)cccn12	0.9	1	-1.0	-1.1	nt	2	0	5	-1.1	3.7	-1.4
COc1cc(C2C(C#N)=C(N)Oc3cc(C)oc(=O)c32)cc2c1OCO2 (stereo not given)	-0.1	-7	-0.9	2.3	0.3	-7	-2	0	-1.1	-1.3	-0.2
O=C(N/N=C/C=C/c1ccccc1)c1cccnc1	0.5	-2	-0.4	1.0	0.8	-3	-2	-5	1.9	-0.7	-1.0
SMILES	proKLK7 act	HGIII-sPLA2 inh	DAX1 inh-1	hcDAF-12 act	DAX1 inh-2	NPR1 activator	SMARCA2 act	NPR2 activator	FXN GAA850 act	hgDAF-12 ag	ssDAF12 agonist
CN1CCN(S(=O)(=O)c2cccc(C(=O)Oc3cccc(Br)c3)c2)CC1	0.6	-1	-0.1	-0.7	-0.5	-9	-1	-5	0.0	2.7	-1.2
CC1(C)C2CC=C(/C=N/NC(=S)NCCc3ccccc3)C1C2 (stereo not given)	-0.2	5	-0.4	-0.7	0.9	3	2	0	4.0	-1.8	-1.2
CCSc1nc2ccccc2c(=O)n1OCC(=O)OC	0.1	7	0.1	-0.8	0.1	7	-6	0	-0.3	-0.1	-0.7
Cc1nnc(SCCCOc2ccccc2)nc1C	-0.2	3	0.5	-1.4	1.3	2	1	2	1.2	0.1	-0.4
Cc1ccc(C)n1NC(=O)c1ccc([N+](=O)[O-])cc1	-0.2	-5	0.0	0.6	-0.4	1	-4	-3	3.8	-0.3	-0.6
CCS(=O)(=O)N1Cc2ccccc2CC1C(=O)Nc1ccc(C)cc1 (stereo not given)	0.5	-8	0.3	1.1	2.2	3	4	-1	2.9	5.9	-0.5
COc1ccc(NC(=O)CN(C)C(=O)c2cc(-c3ccco3)nc3ccccc23)cc1	-12	-14	-3.5	-0.9	-2.4	0	-1	-1	0.6	-0.1	-1.3
CCCc1ccc(C(O)c2ncc(-c3ccccc3F)[nH]2)cc1 (stereo not given)	-0.2	-7	1.4	2.0	nt	2	-2	-1	1.4	6.2	-0.8
CCN1CCN(c2ccc(NC(=O)c3ccc(C#N)cc3F)cc2Cl)CC1	-0.3	-5	0.8	0.8	-1.4	-2	0	5	2.2	1.5	-1.4
Cc1nccc2[nH]c(=O)c(C(=O)NC3CCCCC3C)cc12 (stereo not given)	0.0	4	0.3	-1.7	0.3	5	6	1	1.0	-1.2	-1.6
O=C1CC(c2cccc(Cl)c2)Cc2nc(N3CCN(c4ccccc4)CC3)ncc21 (stereo not given)	0.6	1	-0.2	-0.3	-0.5	37	1	2	2.7	-0.5	-0.7
COc1ccc(C2C(C#N)=C(N)OC3=C2C(=O)CC(C)(C)C3)cc1OC (stereo not given)	-0.1	9	0.1	-2.3	-0.7	2	3	1	2.3	0.3	-1.4
Cc1nn(C)c(Cl)c1/C=N/OC(=O)c1ccccc1	-0.5	3	-0.2	-0.7	1.6	6	2	0	-1.4	-1.9	-1.7
CCCn1c(N)c(N(CCOC)C(=O)c2ccc([N+](=O)[O-])c(C)c2)c(=O)[nH]c1=O	0.5	11	0.3	-0.1	-0.2	-2	-3	1	1.1	1.0	-0.4
COc1ccccc1NC(=O)c1oc2ccccc2c1NC(=O)c1cc(OC)c(OC)c(OC)c1	-0.4	5	0.0	-1.2	-1.0	5	2	7	1.1	-0.6	-0.9
O=C(c1cc([N+](=O)[O-])ccc1N1CCCCC1)N1CCCCC1	-0.8	-1	-0.8	-1.9	0.4	2	1	0	-3.2	1.9	-1.6
CCOc1cc(C(=S)N2CCOCC2)ccc1OC(=O)/C=C/c1ccc(OC)c(OC)c1	-0.6	1	-0.4	-1.4	-1.5	3	-4	0	-1.0	11*	-1.6
Cc1nn(-c2ccccc2)c(C)c1C(=O)OCC(=O)Nc1ccc(C(N)=O)cc1	0.4	-6	-3.9	-0.8	0.7	-8	-3	-4	-0.4	3.8	-1.2
C=C(C)CNc1cc(S(=O)(=O)N2CCOCC2)ccc1Oc1ccccc1	-0.4	-3	0.0	-3.1	-0.9	-10	-3	-6	2.4	-4.9	-1.4
CCn1c(SC)nnc1-c1c[nH]c2ccccc12	0.7	2	-0.8	4.0	-0.2	4	-1	3	-0.7	0.2	-1.2
Cc1nc2cc(C(=O)OCC(=O)N(CC(C)C)C3CCS(=O)(=O)C3)ccc2n1-c1ccccc1 (stereo not given)	0.1	-13	-0.1	1.2	0.7	-2	-2	6	-1.0	0.6	-1.2
Cc1c(Br)c([N+](=O)[O-])nn1CC(=O)NCCc1c[nH]c2ccccc12	-0.3	-61	0.0	-0.9	0.2	0	-3	2	-1.1	-3.1	-1.3
Cc1ccc(CN2C(=O)[C@H]3Cc4c([nH]c5ccccc45)C(C)(C)N3C2=O)cc1	1.9	-22	-0.9	-0.7	-1.2	11	-3	17	-0.6	-1.6	-1.6
COc1ccc(/C=C/C(=O)NC(=S)Nc2ccc(N3CCN(C(C)=O)CC3)cc2)cc1	0.3	13	1.1	-0.4	-1.6	4	-4	6	0.8	-2.6	-1.7
O=C(c1cc(Cl)c(=O)n(Cc2ccc(Cl)cc2)c1)N1CCOCC1	-0.2	4	0.1	-0.8	2.2	2	2	3	0.7	0.5	-1.9
Cc1cccc(CC(=O)N2CCC(n3nccc3NC(=O)C3CC3)CC2)c1	-0.4	6	-0.1	0.3	0.4	3	-2	0	1.4	0.5	-0.9
Cc1cc(C)n(C(=O)CNc2ccccc2Cl)n1	-0.1	4	-0.3	-1.1	0.4	-4	0	-4	-1.8	1.5	-1.4
O=C(NC12CC3CC(CC(C3)C1)C2)c1cccnc1	0.3	-4	0.9	-0.8	0.4	2	-1	2	-0.6	0.3	-1.7

Another view of some results above.
Molecule | proKLK7 act | HGIII-sPLA2 inh | DAX1 inh-1 | hcDAF-12 act | DAX1 inh-2 | NPR1 activator | SMARCA2 act | NPR2 activator | FXN GAA850 act | hgDAF-12 ag | ssDAF12 agonist
C=C(C)CNc1cc(S(=O)(=O)N2CCOCC2)ccc1Oc1ccccc1 | -0.4 | -3 | 0.0 | -3.1 | -0.9 | -10 | -3 | -6 | 2.4 | -4.9 | -1.4
CCn1c(SC)nnc1-c1c[nH]c2ccccc12 | 0.7 | 2 | -0.8 | 4.0 | -0.2 | 4 | -1 | 3 | -0.7 | 0.2 | -1.2
Cc1nc2cc(C(=O)OCC(=O)N(CC(C)C)C3CCS(=O)(=O)C3)ccc2n1-c1ccccc1 (stereo not given) | 0.1 | -13 | -0.1 | 1.2 | 0.7 | -2 | -2 | 6 | -1.0 | 0.6 | -1.2

High-throughput results deposited in PubChem by several laboratories.
